ABHD4 inh: inhibitors of mouse ABHD4 | 0.54% of 370,000 active | Q8VD66 | inhibition, % at 8.92 µM | purified mABHD4, FP-Rh probe fluorescence polarization;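 active = inhibition exceeding the mean over every tested compound plus 3 SD, cut at about 30% in these data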;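 note: 0% = plate median of compound wells and 100% = S159A mutant with DMSO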
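assay system = mABHD4 protein | compound dosing = single nominal dose of 8.92 µM, 0.89% DMSO final | read-out basis = percent inhibition of probe binding, normalized to plate controls | schedule = Enzyme–compound pre-incubation 45 min, then probe 60 min, both 25 °C | detection = fluorescence polarization, excitation 525 nm, emission 598 nm, BODIPY TMR filters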
PRMT1 inh: blocks human protein arginine methyltransferase 1. Q99873. recombinant PRMT1, activity-based probe fluorescence polarization. 1.3% of 370,000 active. AID 652257. inhibition, % at 2.79 µM;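 active = inhibition above about 21% made by adding two undisclosed values, limit read from the data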
TCR-CD3 inh: human TCR-CD3 binding inhibition; inhibition, % at 9.4 µM; TAMRA-labeled TCR probe fluorescence, biochemical; 0.37% of 360,000 active; in the data active = inhibition above about 19%;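 note: recombinant mutant TCR 2C K166C tagged with TAMRA read by polarization; 0% = receptor in buffer alone and 100% = receptor with positive control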
DDE Tn7 FP inh: disrupts Tn7 cyclic peptide binding to fibrin D-Dimer-E complex. FP displacement of FITC-Tn7 peptide from fibrin DD(E); 0% = median of compound wells per plate. inhibition, % at 8.3 µM. 0.13% of 370,000 active. AID 720508;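 active = inhibition above the mean of compounds falling within the control limits plus 3 SD of them, cut at about 14% in these data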;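 note: 0% = plate median of compound wells and 100% = 10 µM Aha-Tn7 peptide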
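Assay system: Human fibrin DD(E) protein | Medium: Tris buffer with calcium and detergent, pH 7.8 | Reagent: 0.1 µM fluorescent Tn7 | Compound dosing: Single point at 8.3 µM | Times: 10 min preincubation, 3 h with tracer, room temperature | Detection: Fluorescence polarization of the labelled Tn7 tracer | Controls: Aha-Tn7 high control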
UHRF1 binding: human UHRF1 methylated DNA binding inhibitors | Q96T88 | UHRF1 binding to methylated oligo, TR-FRET | inhibition, % at 4.4 µM | 0.75% of 370,000 active; in the data active = inhibition above about 21%;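 note: UHRF1 SRA domain binding a hemimethylated CpG hairpin DNA probe; 0% = median of test compound wells and 100% = reference inhibitor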
LEDGF integ inh: blocks HIV-1 LEDGF/p75-dependent DNA integration; 0.64% of 370,000 active; inhibition, % at 3.7 µM; TR-FRET IN-LEDGF/p75 DNA integration, Eu/Cy5; AID 743269;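 active = inhibition above the screen-wide mean plus 3 SD, cut at about 13% in these data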;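 note: signal is the Cy5 over europium emission ratio at 671 and 618 nm; 0% = plate median of compound wells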
PG9 Ab binder: binds the HIV-1 gp120 antibody PG9. 0.43% of 360,000 active. TR-FRET gp120-PG9 antibody binding. inhibition, % at 6.7 µM; in the data active = inhibition above about 8.5%
TDP2 inh: blocks human TDP2 phosphodiesterase activity; recombinant TDP2, T5PNP hydrolysis, p-nitrophenol absorbance 415 nm; inhibition, % at 12.8 µM; 0.34% of 370,000 active; AID 720702;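 active = inhibition above the mean of all tested compounds plus 3 SD, set per campaign, cut at about 25% in these data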;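 note: 0% = DMSO with enzyme and 100% = buffer with substrate but no TDP2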
Target sequence (O95551 whole entry, looked up): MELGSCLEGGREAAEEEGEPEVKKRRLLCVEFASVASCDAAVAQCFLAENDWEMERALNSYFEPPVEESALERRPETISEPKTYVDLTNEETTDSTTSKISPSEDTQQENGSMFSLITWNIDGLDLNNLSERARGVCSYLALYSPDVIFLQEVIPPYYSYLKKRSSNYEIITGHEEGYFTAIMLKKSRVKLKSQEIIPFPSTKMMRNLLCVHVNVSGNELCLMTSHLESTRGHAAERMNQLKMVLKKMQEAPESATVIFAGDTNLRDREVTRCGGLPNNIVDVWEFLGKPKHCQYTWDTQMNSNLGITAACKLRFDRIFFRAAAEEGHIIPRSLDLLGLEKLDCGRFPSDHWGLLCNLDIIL
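Assay system: recombinant human TDP2 / Reagent: T5PNP substrate at 5 mM, a TopII-DNA adduct mimic / Measured by: epi absorbance from released p-nitrophenol / Evaluation: % inhibition relative to enzyme-containing and enzyme-free wells / Control set: enzyme-free and DMSO wells / Replicates: each compound tested once, singlicate / Schedule: enzyme reaction with compound for 2 h at 37 °C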
SIAE inh: human SIAE inhibition, primary screen; SIAE FP-Rh probe binding, fluorescence polarization; inhibition, % at 9.66 µM; Q9HAT2; 0.69% of 370,000 active; AID 1053197;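 active = inhibition above a cutoff: mean of compounds within the control limits plus 3 SD of those, cut at about 17% in these data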;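 note: 0% = plate median of compound wells and 100% = probe without SIAE protein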
Target sequence (Q9HAT2 whole entry, looked up): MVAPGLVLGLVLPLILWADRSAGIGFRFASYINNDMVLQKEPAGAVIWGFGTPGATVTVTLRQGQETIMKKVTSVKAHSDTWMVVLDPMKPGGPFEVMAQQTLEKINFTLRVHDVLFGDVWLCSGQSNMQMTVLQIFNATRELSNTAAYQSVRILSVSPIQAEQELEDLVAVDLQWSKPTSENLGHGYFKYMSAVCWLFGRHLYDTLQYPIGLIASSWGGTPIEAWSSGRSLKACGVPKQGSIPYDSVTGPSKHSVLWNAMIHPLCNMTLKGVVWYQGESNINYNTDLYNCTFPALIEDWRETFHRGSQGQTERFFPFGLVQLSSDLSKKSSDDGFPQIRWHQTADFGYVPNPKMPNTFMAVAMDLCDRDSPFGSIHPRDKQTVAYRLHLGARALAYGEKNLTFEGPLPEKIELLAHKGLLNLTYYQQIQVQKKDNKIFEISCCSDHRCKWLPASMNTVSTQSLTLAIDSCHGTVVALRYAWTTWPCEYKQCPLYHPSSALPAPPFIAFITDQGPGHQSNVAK
HTRA1 inhibitor: HTRA1 (human) protease inhibition; recombinant HTRA1, FP-rhodamine activity-based probe, fluorescence polarization; inhibition, % at 5.96 µM; 0.5% of 340,000 active; in the data active = inhibition above about 36%;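 note: 0% = enzyme with DMSO and 100% = wells lacking enzyme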
* marks the source's active call; other numbers are inactive results; · = not tested or not shown.

Start of the listing, in advance (2 entries):
Values run as follows: ABHD4 inh | PRMT1 inh | TCR-CD3 inh | DDE Tn7 FP inh | UHRF1 binding | LEDGF integ inh | PG9 Ab binder | TDP2 inh | SIAE inh | HTRA1 inhibitor
Cc1cc(/C=C2\SC(=O)NC2=O)c(C)n1-c1ccc(N2CCOCC2)cc1
→ 4 | 2 | 5 | 4 | -1 | -2 | -1.9 | -4 | 0 | 2
CC(C)(SC(=S)N1CCOCC1)C(=O)O
→ 1 | -1 | 8 | -9 | -1 | 3 | 0.2 | 7 | 0 | -2

All compounds of this part (from the top)
Values run as follows: ABHD4 inh | PRMT1 inh | TCR-CD3 inh | DDE Tn7 FP inh | UHRF1 binding | LEDGF integ inh | PG9 Ab binder | TDP2 inh | SIAE inh | HTRA1 inhibitor
Cc1cc(/C=C2\SC(=O)NC2=O)c(C)n1-c1ccc(N2CCOCC2)cc1
→ 4 | 2 | 5 | 4 | -1 | -2 | -1.9 | -4 | 0 | 2
CC(C)(SC(=S)N1CCOCC1)C(=O)O
→ 1 | -1 | 8 | -9 | -1 | 3 | 0.2 | 7 | 0 | -2
Cc1c(Cl)c([N+](=O)[O-])nn1CC(=O)Nc1ccc2c(c1)OCO2
→ -2 | -1 | 5 | -2 | -1 | -2 | -1.9 | 19 | 11 | 1
CCC(C)NC(=O)C1CCC(=O)N1Cc1ccc(C)cc1 (configuration not stated)
→ -7 | -2 | 0 | -4 | 3 | -1 | -1.3 | 5 | 5 | -2
CC(C)C(NC(=O)CCNC(=O)c1ccccc1Cl)c1nc2ccccc2[nH]1 (configuration not stated)
→ 1 | 2 | -7 | 4 | -1 | -8 | -0.6 | -1 | -2 | 6
CCOC(=O)Nc1ccc2c(c1)N(C(=O)N1CCN(C)CC1)c1ccccc1CC2
→ 9 | -2 | 3 | 0 | 4 | -5 | -0.6 | 9 | -7 | -1
CCOC(=O)C1CCN(C(=O)CN2C(=O)c3cccnc3Oc3ccc(C)cc32)CC1
→ 1 | 1 | 4 | 7 | 0 | -1 | -0.6 | 11 | 7 | -4
COc1ccc(S(=O)(=O)N2CCN(c3nc(-c4cccnc4)nc4ccccc34)CC2)cc1
→ -2 | -3 | 7 | -1 | 2 | -2 | 1.1 | 2 | -25 | -62
CCCC(=O)NNC(=O)c1ccoc1C
→ 6 | 0 | 2 | 5 | 2 | -2 | -3.4 | -9 | -11 | -2
Cc1ccc2c(c1)C1CN(C)CCC1N2S(=O)(=O)c1ccccc1F (configuration not stated)
→ 2 | -1 | -1 | -5 | -1 | 1 | -2.5 | 2 | 5 | -3
Cc1c(NS(=O)(=O)c2cccc(C(=O)NCc3ccccc3)c2)c(=O)n(-c2ccccc2)n1C
→ -9 | 5 | 0 | 1 | 4 | 1 | -1.3 | -5 | -1 | -3
COc1ccccc1NC(=O)C1CCOC1=O (configuration not stated)
→ 12 | -3 | 0 | -7 | 1 | 4 | -2.4 | -3 | 4 | ·
Cn1c(N)c(C(=O)COC(=O)c2cccnc2Cl)c(=O)n(C)c1=O
→ 2 | 2 | -1 | 1 | 0 | 1 | 2.7 | 7 | 3 | -1
COc1cc2ccc(CC(=O)O)cc2cc1OC
→ -2 | -6 | -5 | -5 | 0 | 1 | -1.7 | 3 | 1 | ·
CCc1nc2oc3ccccc3c(=O)c2c(=O)n1-c1ccccc1
→ 3 | -3 | -4 | -3 | -2 | 0 | 0.6 | 7 | 9 | -13
COCCNc1nnc(SCC(=O)NC(=O)c2ccc(Cl)cc2)s1
→ 6 | -4 | 4 | 0 | -2 | 0 | -1.4 | -11 | -13 | -6
O=C(NCCCc1ccccc1)C1CC(=O)N(c2ccc3c(c2)OCCO3)C1 (configuration not stated)
→ -1 | -3 | 7 | 1 | -2 | -3 | -1.2 | -11 | -5 | -1
Cc1c(C(C)(C(=O)O)c2c(C)n(C)c3ccccc23)c2ccccc2n1C
→ 0 | 5 | 2 | 0 | -1 | -2 | -2.7 | -6 | 8 | ·
O=C1N(c2ccc(Cl)cc2)C(c2ccc(Cl)cc2)N2CCCN12 (configuration not stated)
→ 5 | 0 | 12 | -2 | 4 | -2 | -0.1 | 1 | -4 | -5
c1ccc(-n2ncc3c(NCC4CCCO4)ncnc32)cc1 (configuration not stated)
→ 9 | 2 | -10 | -7 | -2 | 0 | 1.5 | -12 | 0 | -4

Part of the list above, reformatted:
Molecule | ABHD4 inh | PRMT1 inh | TCR-CD3 inh | DDE Tn7 FP inh | UHRF1 binding | LEDGF integ inh | PG9 Ab binder | TDP2 inh | SIAE inh | HTRA1 inhibitor
CCC(C)NC(=O)C1CCC(=O)N1Cc1ccc(C)cc1 (configuration not stated) | -7 | -2 | 0 | -4 | 3 | -1 | -1.3 | 5 | 5 | -2
CC(C)C(NC(=O)CCNC(=O)c1ccccc1Cl)c1nc2ccccc2[nH]1 (configuration not stated) | 1 | 2 | -7 | 4 | -1 | -8 | -0.6 | -1 | -2 | 6
CCOC(=O)Nc1ccc2c(c1)N(C(=O)N1CCN(C)CC1)c1ccccc1CC2 | 9 | -2 | 3 | 0 | 4 | -5 | -0.6 | 9 | -7 | -1
CCOC(=O)C1CCN(C(=O)CN2C(=O)c3cccnc3Oc3ccc(C)cc32)CC1 | 1 | 1 | 4 | 7 | 0 | -1 | -0.6 | 11 | 7 | -4
COc1ccc(S(=O)(=O)N2CCN(c3nc(-c4cccnc4)nc4ccccc34)CC2)cc1 | -2 | -3 | 7 | -1 | 2 | -2 | 1.1 | 2 | -25 | -62
CCCC(=O)NNC(=O)c1ccoc1C | 6 | 0 | 2 | 5 | 2 | -2 | -3.4 | -9 | -11 | -2
Cc1ccc2c(c1)C1CN(C)CCC1N2S(=O)(=O)c1ccccc1F (configuration not stated) | 2 | -1 | -1 | -5 | -1 | 1 | -2.5 | 2 | 5 | -3
Cc1c(NS(=O)(=O)c2cccc(C(=O)NCc3ccccc3)c2)c(=O)n(-c2ccccc2)n1C | -9 | 5 | 0 | 1 | 4 | 1 | -1.3 | -5 | -1 | -3
COc1ccccc1NC(=O)C1CCOC1=O (configuration not stated) | 12 | -3 | 0 | -7 | 1 | 4 | -2.4 | -3 | 4 | ·
Cn1c(N)c(C(=O)COC(=O)c2cccnc2Cl)c(=O)n(C)c1=O | 2 | 2 | -1 | 1 | 0 | 1 | 2.7 | 7 | 3 | -1
COc1cc2ccc(CC(=O)O)cc2cc1OC | -2 | -6 | -5 | -5 | 0 | 1 | -1.7 | 3 | 1 | ·
CCc1nc2oc3ccccc3c(=O)c2c(=O)n1-c1ccccc1 | 3 | -3 | -4 | -3 | -2 | 0 | 0.6 | 7 | 9 | -13
COCCNc1nnc(SCC(=O)NC(=O)c2ccc(Cl)cc2)s1 | 6 | -4 | 4 | 0 | -2 | 0 | -1.4 | -11 | -13 | -6

New compounds follow:
Values run as follows: ABHD4 inh | PRMT1 inh | TCR-CD3 inh | DDE Tn7 FP inh | UHRF1 binding | LEDGF integ inh | PG9 Ab binder | TDP2 inh | SIAE inh | HTRA1 inhibitor
O=C(CCCC(=O)N(CC(=O)NC1CCCC1)c1ccc(F)c(Cl)c1)Nc1ccccn1
→ -7 | -2 | -9 | -5 | 3 | 3 | -0.4 | -26 | 1 | 3
CC12CN(C(=O)c3ccccc3Br)CC(C)(CN(C(=O)c3ccccc3Br)C1)C2=O
→ -2 | 6 | -5 | 0 | 1 | 0 | 1.3 | 3 | 1 | 7
O=c1[nH]c(CSc2nnc(NCCCN3CCOCC3)s2)nc2cc(Cl)ccc12
→ 1 | -2 | 5 | 0 | -2 | 2 | 1.2 | 7 | 7 | -4
Cc1ccnc(N2CCC(C(=O)NNC(=O)c3ccncc3)CC2)n1
→ 3 | 0 | 6 | 9 | 2 | 1 | -0.2 | 3 | 3 | -1
CCn1c(CC(=O)Nc2ccccc2C)nnc1SCC(=O)NC1=NCCS1
→ 8 | -1 | 2 | -8 | 0 | -1 | -2.2 | -10 | -2 | 4
CCN(C(=O)COC(=O)c1ccc(C=O)cc1)c1c(N)n(Cc2ccccc2)c(=O)[nH]c1=O
→ -8 | 5 | 3 | -1 | 2 | -3 | 1.3 | -1 | 2 | -2
Cc1ccc(Cn2cccc(NC(=O)CCC3CCCC3)c2=O)cc1
→ -6 | -1 | 3 | -1 | -5 | 5 | -3.5 | -13 | -2 | -24
COc1ccc(N2C(=O)CC(Sc3nc4ccccc4s3)C2=O)cc1 (configuration not stated)
→ -8 | 35* | 1 | -15 | 7 | 4 | -4.4 | -12 | -8 | -10
COCCCN(C(=O)c1ccc2ccccc2n1)c1c(N)n(Cc2ccccc2)c(=O)[nH]c1=O
→ 2 | 4 | -4 | 0 | -1 | -3 | 0.7 | 1 | 4 | 5
COc1ccc(C)cc1NC(=O)C12CCC(C)(C(=O)O1)C2(C)C (configuration not stated)
→ -5 | 4 | 0 | 6 | 2 | -4 | 2.6 | -9 | 1 | 2
CCCCNC(=O)Nc1c(C(=O)OCC)[nH]c2ccccc12
→ -8 | 1 | 2 | 0 | 7 | -3 | 1.3 | -4 | 1 | 5
O=S1(=O)CCC(=Nc2ccc(Cl)cc2)c2ccsc21
→ 0 | 2 | 5 | -2 | -1 | -4 | 0.3 | 7 | 3 | 1
CCOC(=O)c1ccc(NC(=O)COc2cc3oc(=O)c(CC(C)O)c(C)c3cc2Cl)cc1 (configuration not stated)
→ -3 | -3 | -6 | -1 | 1 | 4 | -2.6 | -15 | -4 | 9
COc1ccc(-c2[nH]ncc2/C=C(/C#N)C(=O)NC2CCCCCC2)cc1
→ -17 | -2 | 0 | 4 | -3 | 0 | -0.8 | 3 | -7 | -40
Cc1ccc(NC(=O)COC(=O)C2COc3ccccc3O2)cc1S(=O)(=O)N1CCOCC1 (configuration not stated)
→ 0 | 1 | 9 | 4 | -1 | -1 | -1.8 | -13 | 0 | -6
CC(C)CC(C(=O)OCC(=O)Nc1ncc(Cl)cc1Cl)N1C(=O)c2ccccc2C1=O (configuration not stated)
→ -2 | 1 | -4 | -4 | 0 | 0 | -1.9 | -1 | -9 | -19
CN1CCC(N(C)C(=O)CCc2nc3ccccc3c(=O)[nH]2)CC1
→ -5 | 0 | 3 | -5 | -3 | 1 | -0.5 | 8 | 4 | 1
NC(=O)CSc1nc(N)c2c3c(sc2n1)CCCCC3
→ 3 | 0 | 5 | -10 | 0 | 1 | -0.7 | 4 | -6 | 1
O=c1c2ccc(Cl)cc2nc(-c2ccc([N+](=O)[O-])cc2)n1O
→ 1 | 0 | -11 | 7 | 0 | 0 | -0.2 | -5 | -7 | 10
COc1cccc2cc(-c3nnc(SCC(=O)NCCc4ccccc4)n3C)oc12
→ 6 | -3 | 3 | -6 | -1 | 1 | -1.1 | 3 | 0 | 4

Screens from PubChem BioAssay.
